KCNH2 3.1 block = qHTS for Inhibitors of KCHN2 3.1: Mutant qHTS. Potassium voltage-gated channel subfamily H member 2, brain isoform KCNH2 3.1 (human). U2OS KCNH2 3.1, thallium flux FluxOr; hits give low values. activity change, % (tested at about 1.8 µM). actives 0.95% (n = 340,000). AID 720553, 2013;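 active = maximum activity change below -70%; inconclusive = maximum activity change from -70% to -50%; inactive = maximum activity change above -50%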;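 also: thallium influx rate constant from kinetic fluorescence after stimulation buffer; % is scaled to controls: 0 for no effect and ±100 for the full control effect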
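Normalized rate constant (relative to positive and negative DMSO controls) derived from a 2 min kinetic fluorescence read after stimulation; U2OS cells expressing the 3.1 isoform via virus at 1.77 x 10^8 /mL.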
PKM2 act = qHTS Assay for Activators of Human Muscle isoform 2 Pyruvate Kinase; AID 1631, 2009; Potency, µM (top dose mostly 57.5 µM), for inactives: at the highest dose activation, usual class: activators; purified PKM2, Kinase-Glo ATP luminescence, activation; response scale: 0% is enzyme alone, no compound; actives 0.34% (n = 260,000); also: potency is read from the fitted curve at half-maximal effect; % is scaled to controls: 0 for no effect and ±100 for the full control effect; nearly all actives have a fitted effect of over 55% in size
Target sequence (P14618 whole entry, looked up, canonical isoform): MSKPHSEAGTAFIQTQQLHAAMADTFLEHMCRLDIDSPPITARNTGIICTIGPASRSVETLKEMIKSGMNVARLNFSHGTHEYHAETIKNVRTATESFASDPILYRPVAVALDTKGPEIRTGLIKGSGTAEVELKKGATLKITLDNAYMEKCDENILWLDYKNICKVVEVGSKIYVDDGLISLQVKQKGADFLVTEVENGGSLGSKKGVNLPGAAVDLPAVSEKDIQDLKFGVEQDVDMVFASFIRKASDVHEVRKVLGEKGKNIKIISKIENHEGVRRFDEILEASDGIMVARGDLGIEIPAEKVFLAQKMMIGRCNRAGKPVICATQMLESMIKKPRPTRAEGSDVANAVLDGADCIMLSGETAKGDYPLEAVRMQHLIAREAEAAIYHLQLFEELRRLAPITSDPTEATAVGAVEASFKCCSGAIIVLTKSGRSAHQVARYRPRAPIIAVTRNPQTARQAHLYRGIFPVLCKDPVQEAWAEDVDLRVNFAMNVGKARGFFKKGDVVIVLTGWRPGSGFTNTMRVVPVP
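ATP formation by purified human PK-M2, quantified via coupled luciferase luminescence after 1 h at room temperature with 0.1 mM ADP and 0.5 mM PEP final.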
Rab9 promoter act = qHTS Assay for Rab9 Promoter Activators. Potency, µM (doses to about 9.22 µM), for the others: at the highest dose activation, negative = inhibition, actives largely listed as activators. Huh7 Rab9 promoter-luciferase reporter, luminescence, 24 h. actives 2.8% (n = 320,000); also: potency is read from the fitted curve at half-maximal effect; % of control where 0% means no effect; nearly all actives have a fitted effect of over 60% in size
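Cell-based reporter: Huh7 stable for Rab9 promoter-driven luciferase, plated in reduced-serum medium with 10% FBS at 1500 cells/well, compound-treated 24 h at 37 °C, luminescence read after 10 min reagent.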
FLuc modulator = qHTS profiling assay for firefly luciferase inhibitor/activator using purifed enzyme and Km concentrations of substrates (counterscreen for miR-21 project) | purified FLuc, Km substrates, luminescence inhibition | Potency, µM (top dose mostly 57.5 µM), for the others: at the top dose activity change, negative = inhibition, usual class: inhibitors | actives 6.9% (n = 360,000);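 also: potency is read from the fitted curve at half-maximal effect; plate controls were vehicle for no effect and reference inhibitor for full effect; nearly all actives have a fitted effect of over 55% in size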
Target sequence (P08659 whole entry, looked up): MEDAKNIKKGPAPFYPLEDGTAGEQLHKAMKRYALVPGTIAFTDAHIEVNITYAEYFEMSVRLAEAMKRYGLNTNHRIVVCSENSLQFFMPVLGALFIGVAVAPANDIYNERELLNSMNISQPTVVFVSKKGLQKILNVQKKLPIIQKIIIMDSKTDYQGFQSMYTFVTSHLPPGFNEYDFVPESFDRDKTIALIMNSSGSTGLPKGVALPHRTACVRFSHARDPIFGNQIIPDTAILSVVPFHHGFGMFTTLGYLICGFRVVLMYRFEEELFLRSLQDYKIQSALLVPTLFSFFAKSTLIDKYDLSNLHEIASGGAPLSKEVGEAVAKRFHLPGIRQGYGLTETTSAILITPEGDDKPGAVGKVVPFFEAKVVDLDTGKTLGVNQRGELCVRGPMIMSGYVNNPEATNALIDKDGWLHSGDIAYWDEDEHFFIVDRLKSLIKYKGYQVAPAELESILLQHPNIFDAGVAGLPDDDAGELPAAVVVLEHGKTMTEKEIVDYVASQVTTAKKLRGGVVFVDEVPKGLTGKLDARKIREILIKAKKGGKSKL
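Purified P. pyralis luciferase, 10 nM final, with Km-level 10 uM D-luciferin and 10 uM ATP in 50 mM Tris acetate pH 7.5, 10 mM Mg acetate, 0.01% Tween-20, 0.05% BSA; 6-point qHTS titration about 60 µM downward; luminescence read.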
RORgamma inh = qHTS for inhibitors of ROR gamma transcriptional activity. Drosophila S2 Gal4-RORgamma UAS-luciferase reporter, 20 h. AID 2551, 2010. Potency, µM (top dose mostly 53.6 µM), without a hit: at the top dose activity change, negative = inhibition, hits mostly inhibitors. actives 5.4% (n = 310,000). Nuclear receptor ROR-gamma (Mus musculus), P51450; also: potency is read from the fitted curve at half-maximal effect; % is scaled to controls: 0 for no effect and ±100 for the full control effect; nearly all actives have a fitted effect of over 60% in size
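ROR gamma transcriptional activity was tracked as Gal4-UAS luciferase output in stably transfected Drosophila Schneider cells, with compound added 1 hr before 700 uM copper sulfate induction and a 20 hr ambient-temperature incubation.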
MBNL1 CUG block = qHTS Assay for Inhibitors of MBNL1-poly(CUG) RNA binding; Muscleblind-like protein 1 (Homo sapiens), Q9NR56; TR-FRET MBNL1-His/biotin-(CUG)12 binding, 665/545 ratio; Potency, µM (top dose mostly 57.5 µM), for the others: at the top dose activity change, negative = inhibition, usual class: inhibitors; actives 0.036% (n = 280,000); AID 2675, 2010; active = well fitted inhibition curve with a large enough effect in the signal ratio, with a control signal flat, not every such curve was filed as active; inconclusive = small, poorly fitted or top-dose-only effect, or effect the other way, or a change in a side signal; inactive = no such curve, though single readings can be large or run the other way; the % refers to the signal ratio; also: potency is read from the fitted curve at half-maximal effect; % is scaled to controls: 0 for no effect and ±100 for the full control effect
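Inhibition of protein-RNA binding appears as loss of TR-FRET between terbium anti-His antibody on MBNL1-His and streptavidin-XL665 on biotin-(CUG)12. Activity is normalized to buffer-only and uninhibited-complex controls.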
Mito fusion act = qHTS Assay for Small Molecule Inhibitors of Mitochondrial Division or Activators of Mitochondrial Fusion. S. cerevisiae fusion-defective mutant growth rescue, CellTiterGlo 48 h. Potency, µM (highest dose often 46.1 µM), without a hit: at the top dose growth rescue (activation), hits mostly activators. actives 0.23% (n = 320,000). AID 485298, 2010;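 also: potency is read from the fitted curve at half-maximal effect; % of control where 0% means no effect; nearly all actives have a fitted effect of over 45% in size; temperature-sensitive fusion mutants such as fzo1-1 at 37 °C on non-fermentable ethanol glycerol medium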
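S. cerevisiae fusion-defective temperature-sensitive mutants (e.g. fzo1-1, mgm1-5) grown 48 h at 37C in YPEG (ethanol/glycerol non-fermentable) medium with 23 nl compound per well; growth rescue read as CellTiterGlo luminescence.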
ELG1 DNA repair = qHTS screen for small molecules that inhibit ELG1-dependent DNA repair in human embryonic kidney (HEK293T) cells expressing luciferase-tagged ELG1 | HEK293T ELG1-luciferase reporter, luminescence, 16 h; DNA damage induced by 5-fluorouridine | Potency, µM (doses to about 46.1 µM), without a hit: at the highest dose activity change, negative = inhibition, most hits filed as inhibitors | actives 2.3% (n = 330,000); also: potency is read from the fitted curve at half-maximal effect; % is scaled to controls: 0 for no effect and ±100 for the full control effect; nearly all actives have a fitted effect of over 55% in size
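DMSO vehicle served as the neutral condition. Each well held 2,000 cells given 5-fluorouridine plus compound; after 16 hr at 37 °C/5% CO2, ONE-Glo was added and luciferase measured 30 min later.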
NPC1 prom act = qHTS Assay for NPC1 Promoter Activators; AID 485313, 2010; Huh7 NPC1 promoter luciferase reporter, 24 h; actives 2.4% (n = 320,000); Potency, µM (top dose mostly 9.22 µM), for inactives: at the highest dose activation, usual class: activators;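 also: potency is read from the fitted curve at half-maximal effect; % of control where 0% means no effect; nearly all actives have a fitted effect of over 60% in size; reporter is driven by a mutant NPC1 promoter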
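In 1536-well qHTS, Huh7 cells harboring an NPC1 promoter–luciferase construct received compound for 24 h; activation was quantified by luminescence following luciferase reagent addition.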
VP16 counter = VP16 counterscreen qHTS for inhibitors of ROR gamma transcriptional activity. Potency, µM (titrated, usually from 53.6 µM), without a hit: top-dose activity, negative = inhibition, most hits filed as inhibitors. actives 3.5% (n = 310,000). Drosophila S2 Gal4-VP16 UAS-luciferase, luminescence, 20 h;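 also: Gal4-VP16 expression switched on by copper sulfate through the metallothionein promoter; potency is read from the fitted curve at half-maximal effect; % is scaled to controls: 0 for no effect and ±100 for the full control effect; nearly all actives have a fitted effect of over 50% in size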
Menin MLL FP TR = qHTS Assay for Inhibitors Targeting the Menin-MLL Interaction in MLL Related Leukemias: Competition With Texas Red Labeled MLL-derived Mutant Peptide | O00255 | Potency, µM (highest dose often 61.6 µM), inactives show top-dose FP activity change, negative = inhibition, actives largely listed as inhibitors | AID 1768, 2009 | actives 0.23% (n = 270,000) | Menin + Texas Red MLL mutant peptide, fluorescence polarization; active = well fitted inhibition curve with a large enough effect in the polarisation, with a control signal flat, not every such curve was filed as active; inconclusive = small, poorly fitted or top-dose-only effect, or effect the other way, or a change in a side signal; inactive = no such curve, though single readings can be large or run the other way; the % refers to the polarisation; also: potency is read from the fitted curve at half-maximal effect; % of control where 0% means no effect; many of its hits are not listed in these tables
An asterisk follows results filed as active; ? = inconclusive; . = no result given; & = joins results of further samples; [ ] = dose if it differs, or a comment. Unless noted, calls follow the shape of the dose curve; as a rule, active = well fitted curve in the direction sought with a large enough effect; inconclusive = small, poorly fitted or top-dose-only effect, or another doubt; inactive = no such curve, though single readings can be large; an effect the other way counts as inactive or inconclusive. An excerpt; the hit share may differ from the screen's.

item	SMILES	KCNH2 3.1 block	PKM2 act	Rab9 promoter act	FLuc modulator	RORgamma inh	MBNL1 CUG block
1	COc1ccc(NC(=O)CSc2nnnn2-c2ccc(OC)cc2)cc1	10	-1%	-2%	0%	-4%	-7%
2	COc1ccc(NC(=O)CCCn2nc(C)c3c(C)n(-c4ccccc4)nc3c2=O)cc1	-13	.	-1%	1%	3%	-1%
3	Cc1ccn2cc(CNS(=O)(=O)c3cccs3)nc2c1	-8	9%	28%	-19%	8%	8%
4	Cc1nc(-c2ccccn2)nc(SCC(=O)N2CCOCC2)c1Cl	4	-1%	2%	1%	-20%	-8%
5	CCn1c(SCC(=O)N2CCc3ccccc32)nc2c(c1=O)SC(C)C2 (stereo unspecified)	3	0%	2%	3%	35%	?
6	O=C(OCCCc1cc2ccccc2c(=O)o1)c1ccco1	24	.	-10%	?	.	.
7	CCN(CC)CCC(=O)N1c2ccccc2Sc2ccc(NC(=O)OC)cc21	-10	-2%[11.5 µM]	19%	1%	-15%	-1%
8	O=c1nc(Nc2ccccc2)oc2ccccc12	9	-17%	?	17µM*	0%	5%
9	CC(NCc1cccnc1)c1ccccc1 (stereo unspecified)	23	1%	0%	6%	0%	1%
10	Cc1cc(C)nc(N2CCN(c3nc(C)cc(C)n3)CC2)n1	.	-4%	-2%	3%	-13%	0%
11	COc1ccc(NC(=O)c2sccc2-n2cccc2)cc1	2	-1%	3%	?	2%	-1%
12	CC1CCC(C(C)C)C(OC(=O)CSc2nc(N)cc(=O)[nH]2)C1 (stereo unspecified)	-2	3%	-6%	1%	4%	3%

item	Mito fusion act	ELG1 DNA repair	NPC1 prom act	VP16 counter	Menin MLL FP TR
1	2%	-9%	8%	-9%	.
2	0%	-7%	0%	-10%	.
3	6%	?	16%	14%	.
4	2%	7%	3%	-4%	.
5	-2%	3%	0%	8%	-13%
6	3%	19%	1%	.	.
7	2%	9%	-3%	-11%	-7%
8	4%	?	2.8µM*	-3%	.
9	0%	8%	-1%	-6%	13%
10	-1%	2%	-1%	-19%	4%
11	-2%	-4%	1%	5%	-19%
12	-1%	14%	-1%	-7%	-2%

Further entries follow.
item	SMILES	KCNH2 3.1 block	PKM2 act	Rab9 promoter act	FLuc modulator	RORgamma inh	MBNL1 CUG block
13	COCCN(C(=O)CCC(=O)Nc1cc(C)on1)C(C(=O)NC1CCCC1)c1ccccc1C (stereo unspecified)	3	-4%	2%	2%	3%	-1%
14	O=C(c1nn2c(C(F)(F)F)cc(-c3ccccc3)nc2c1Cl)N1CCOCC1	0	-2%	6%	1%	-24%	?
15	O=C(NC1CCN(Cc2ccccc2)CC1)c1cccc(S(=O)(=O)Nc2ccc(Br)cc2)c1	?	.	-8%	1%	.	.
16	CCN1C(=O)c2cccc3c(S(=O)(=O)Nc4c(C)n(C)n(-c5ccccc5)c4=O)ccc1c23	-9	3%	-5%	5%	5%	?
17	COc1ccc([C@H]2CC(=O)C=C(c3cc4ccccc4c4ccccc34)C2)cc1	-12	.	-2%	0%	.	.
18	Oc1ccc(Nc2ncnc3scc(-c4ccccc4)c23)cc1	-5	1%	-10%	6%	10%	.
19	Cc1ccccc1OCC(=O)NNC=O	20	-2%	-8%	-1%	-12%	4%
20	CCN(CC)S(=O)(=O)c1ccc(Cl)c(NC(=O)COc2ccc3c(C)cc(=O)oc3c2)c1	-5	-1%	2%	0%	16%	2%
21	C=CCNC(=S)NCCCCC1NC(=S)N(CC=C)C1=O (stereo unspecified)	7	8%	1%	2%	?	-9%
22	O=C(N/C(=C\c1ccc(Br)cc1)C(=O)N1CCOCC1)c1ccccc1Cl	-15	4%	6%	7%	-4%	-2%
23	O=C(CCSc1nc(-c2ccco2)cc(C(F)(F)F)n1)N1CCCc2ccccc21	1	-15%	-6%	1%	-17%	-9%
24	O=C(Nc1cc(C(F)(F)F)ccc1-n1cncn1)c1ccc(F)cc1Cl	-3	.	-4%	-1%	.	.

item	Mito fusion act	ELG1 DNA repair	NPC1 prom act	VP16 counter	Menin MLL FP TR
13	-3%	6%	-2%	7%	-26%
14	5%	-19%	5%	2%	-8%
15	6%	-12%	-7%	.	.
16	-1%	-3%	-6%	12%	-3%
17	15%	-3%	7%	.	.
18	1%	?	-6%	-15%	9%
19	-3%	2%	-5%	-1%	3%
20	-2%	20%	-3%	-11%	30%
21	-6%	14%	-2%	4%	-3%
22	0%	2%	1%	-3%	0%
23	9%	-12%	0%	-3%	18%
24	11%	0%	-5%	.	.

The final three compounds of the part above are carried over, then new ones follow.
item	SMILES	KCNH2 3.1 block	PKM2 act	Rab9 promoter act	FLuc modulator	RORgamma inh	MBNL1 CUG block
22	O=C(N/C(=C\c1ccc(Br)cc1)C(=O)N1CCOCC1)c1ccccc1Cl	-15	4%	6%	7%	-4%	-2%
23	O=C(CCSc1nc(-c2ccco2)cc(C(F)(F)F)n1)N1CCCc2ccccc21	1	-15%	-6%	1%	-17%	-9%
24	O=C(Nc1cc(C(F)(F)F)ccc1-n1cncn1)c1ccc(F)cc1Cl	-3	.	-4%	-1%	.	.
25	COC(=O)[C@H](CC(C)C)NC(=O)Nc1ccc2c(c1)OCCO2	11	-16%	23%	-15%	35%	-5%
26	CCN1CCN(c2ccc(S(=O)(=O)N3CCOCC3)cc2NC(=O)c2ccc(Cl)cc2Cl)CC1	7	.	-6%	-1%	.	.
27	COc1cccc(OC)c1C(=O)Nc1ccc2c(c1)CCCN2S(=O)(=O)c1ccc(C)cc1	-17	.	-2%	1%&-3%	-16%	-3%
28	COc1cccc(C(=O)NNC(=O)Cc2cccs2)c1	11	2%	-2%	-2%	18%	7%
29	CCN(CCO)C(=O)C(c1ccccc1)c1ccccc1	14	12%	1%	1%	42%	14%
30	CCC(C(=O)Nc1ccccc1-c1ccccc1)c1ccccc1 (stereo unspecified)	-18	2%	-25%	4%	26%	-1%
31	Cc1ccc([N+](=O)[O-])cc1S(=O)(=O)Nc1ccc(C(=O)N(C)C)cc1	3	3%	1%	4%	11%	?
32	COc1cccc(NC(=O)C2C3C=CC(O3)C2C(=O)O)c1 (stereo unspecified)	-20	1%[11.5 µM]	6%	0%	-19%	0%
33	Cc1ccc(C)c(Cn2nnc3c(=O)[nH]c(C4CCCN(C(=O)c5cccs5)C4)nc32)c1 (stereo unspecified)	-9	18%	-5%	2%	?	-2%
34	O=C(Nc1ccc2[nH]ccc2c1)c1cccs1	.	-14%	2µM*	9.5µM*	-4%	-9%
35	Cc1nc(C(=O)NNC(=O)c2ccc(C(F)(F)F)cc2)cs1	-6	1%	0%	?	5µM*	-13%

item	Mito fusion act	ELG1 DNA repair	NPC1 prom act	VP16 counter	Menin MLL FP TR
22	0%	2%	1%	-3%	0%
23	9%	-12%	0%	-3%	18%
24	11%	0%	-5%	.	.
25	2%	?	15%	6%	8%
26	-3%	-10%	-1%	.	.
27	-2%	0%	-2%	3%	.
28	1%	-2%	0%	-3%	15%
29	1%	7%	1%	-2%	-6%
30	2%	2%	-7%	2%	-8%
31	-12%	-6%	1%	-7%	9%
32	-1%	13%	-3%	3%	-6%
33	-4%	-27%	1%	-6%	?
34	1%	?	1.6µM*	-12%	.
35	4%	-10%	-2%	?	.

Screening data (PubChem)
